Screening data (PubChem BioAssay)
HCV core dimer: HCV core protein dimerization inhibition. AID 1899. 300,000 compounds, 0.33% hits. inhibition, % at 5 µM. TR-FRET GST/Flag-core106 dimerization, 1536-well;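 active means inhibition above the mean of all tested compounds plus 3 SD, set per screening campaign, cut at about 45% in these data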
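Assay system: GST-tagged and Flag-tagged HCV core protein residues 1-106 / Times: compound-protein-antibody incubation 4 h at 22.5 °C / Signal: time-resolved FRET, ex 340 nm, em 617 and 671 nm / Evaluation: % inhibition based on acceptor/donor emission ratio / Benchmarks: wells lacking GST-core106 and wells with excess unlabelled core106 / Repeats: singlicate, one well per compound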
Efflux pump inh: antifungal efflux pump inhibition, Nile Red retention. S. cerevisiae Candida pump triplex. inhibition, % at 10 µM. 330,000 compounds, 0.44% hits. AID 485275;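 active means plate passing quality check with inhibition over a set limit, or well fluorescence over plate mean plus 4 SD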;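 further: Nile Red retained in pooled yeast measured as flow cytometry median fluorescence; 0% = buffer negative control and 100% = Enniatin B positive control; higher means more Nile Red kept so more efflux inhibition; some compounds called inactive have numbers as strong as hits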
LYPLA2 inh: LYPLA2 (human) inhibition in PME1 counter-screen; O95372; recombinant LYPLA2, FP-Rh probe fluorescence polarization; inhibition, % at 5.9 µM; 320,000 compounds, 0.38% hits;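 active means inhibition above the screen-wide mean plus 3 SD, limit set per campaign, cut at about 26% in these data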;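 further: 0% = LYPLA2 with DMSO and 100% = wells lacking LYPLA2 enzyme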
Target sequence (O95372 whole entry, looked up): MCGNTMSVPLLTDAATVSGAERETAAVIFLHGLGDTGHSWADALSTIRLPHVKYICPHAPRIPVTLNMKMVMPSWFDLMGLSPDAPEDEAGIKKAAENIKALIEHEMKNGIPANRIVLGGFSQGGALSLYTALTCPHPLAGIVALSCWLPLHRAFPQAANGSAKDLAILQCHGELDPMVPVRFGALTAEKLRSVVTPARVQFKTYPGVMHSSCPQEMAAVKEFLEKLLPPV
PP1 counter: PP1-alpha (human) inhibition in PP5 counter-screen; inhibition, % at 6.7 µM; 320,000 compounds, 0.9% hits; P62136; purified PP1alpha, OMFP fluorescence;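 active means inhibition above the mean inhibition of all tested compounds plus 3 SD, computed separately for each screening campaign, cut at about 15% in these data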
JMJD2C inh: blocks human GASC-1 demethylase activity; GST-JMJD2C(1-420) H3K9me3 demethylation, DELFIA europium; inhibition, % at 2.35 µM; 330,000 compounds, 0.069% hits;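 active means more than half of a compound's replicate wells show inhibition beyond 50%, single wells judged on their own value; inconclusive means some, but no more than half, of replicates pass 50% inhibition; inactive means no replicate passes 50% inhibition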;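 further: signal counts dimethyl H3K9 product captured on neutravidin plate; 0% = median of DMSO wells and 100% = 0.3 times that DMSO median; strong numbers were not always called active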
PP5 inh: PP5 (human) phosphatase inhibition; P53041; purified PP5c, OMFP substrate fluorescence; 320,000 compounds, 0.18% hits; inhibition, % at 6.7 µM;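 active means inhibition above the campaign's mean inhibition across all tested compounds plus 3 SD, cut at about 9.5% in these data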;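 further: 0% = DMSO only and 100% = 100 µM cantharidin control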
TPT1 inh: blocks Candida albicans tRNA 2'-phosphotransferase | AID 1962 | recombinant caTPT1, FP RNA substrate dephosphorylation | 300,000 compounds, 0.81% hits | inhibition, % at 5 µM;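 active means inhibition above the mean of all tested compounds plus 3 SD, set per screening campaign, cut at about 24% in these data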;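 further: plate controls were DMSO alone for no effect and ferristatin control at 100 nM for full effect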
PREPL inhibitor: inhibitors of human prolyl oligopeptidase-like enzyme PREPL | AID 2751 | recombinant PREPL, fluorescence polarization activity-based probe | inhibition, % at 5.96 µM | Q4J6C6 | 320,000 compounds, 0.68% hits; in the data active means inhibition above about 43%;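 further: 0% = enzyme with DMSO and 100% = wells lacking enzyme; many of its hits are not listed in these tables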
Target sequence (Q4J6C6 whole entry, looked up): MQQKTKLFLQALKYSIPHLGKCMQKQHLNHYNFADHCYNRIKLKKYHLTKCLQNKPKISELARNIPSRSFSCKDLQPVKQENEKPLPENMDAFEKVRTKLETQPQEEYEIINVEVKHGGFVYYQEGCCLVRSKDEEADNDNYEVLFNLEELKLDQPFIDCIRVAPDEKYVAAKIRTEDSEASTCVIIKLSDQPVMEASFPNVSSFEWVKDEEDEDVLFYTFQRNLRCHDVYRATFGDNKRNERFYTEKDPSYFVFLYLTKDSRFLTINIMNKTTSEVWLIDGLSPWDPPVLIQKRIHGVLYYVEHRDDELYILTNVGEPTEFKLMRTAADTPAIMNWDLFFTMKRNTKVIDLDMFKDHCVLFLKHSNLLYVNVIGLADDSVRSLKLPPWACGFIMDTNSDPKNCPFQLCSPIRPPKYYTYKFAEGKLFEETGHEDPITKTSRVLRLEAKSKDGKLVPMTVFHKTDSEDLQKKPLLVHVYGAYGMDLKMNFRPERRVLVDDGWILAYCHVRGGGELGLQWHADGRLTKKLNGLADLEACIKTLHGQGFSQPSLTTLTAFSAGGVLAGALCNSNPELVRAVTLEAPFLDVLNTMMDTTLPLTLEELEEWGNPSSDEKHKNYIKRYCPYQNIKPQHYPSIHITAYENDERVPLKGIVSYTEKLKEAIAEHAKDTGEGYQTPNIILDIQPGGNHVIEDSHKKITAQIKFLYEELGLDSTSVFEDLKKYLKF
Fh CTSL1 inh: cathepsin L1 inhibition, PFM18AAP counter-screen; recombinant F. hepatica cathepsin L1, Z-Leu-Arg-MCA fluorescence; inhibition, % at 5.96 µM; 300,000 compounds, 0.49% hits; AID 1906;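 active means inhibition above the mean of all tested compounds plus 3 SD, set per screening campaign, cut at about 17% in these data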;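 further: 0% = plate median of test compound wells and 100% = 1 µM Z-Phe-Ala-diazomethylketone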
* marks the source's active call; other numbers are inactive results; ? = inconclusive; . = no result given. A portion of the library (hit frequency here may not be typical).

Preview (two entries):
Structure,HCV core dimer,Efflux pump inh,LYPLA2 inh,PP1 counter,JMJD2C inh,PP5 inh,TPT1 inh,PREPL inhibitor,Fh CTSL1 inh
N#CCCN(C(=O)COc1ccc(Cl)cc1Cl)c1ccccc1,-1,0.2,-1,0,1,3.9,3,-9,-2
Cn1ncc(Cl)c1C(=O)NCc1ccco1,-4,-0.1,10,-2,1,2.6,-2,-4,3

The list itself (from the top)
Structure,HCV core dimer,Efflux pump inh,LYPLA2 inh,PP1 counter,JMJD2C inh,PP5 inh,TPT1 inh,PREPL inhibitor,Fh CTSL1 inh
N#CCCN(C(=O)COc1ccc(Cl)cc1Cl)c1ccccc1,-1,0.2,-1,0,1,3.9,3,-9,-2
Cn1ncc(Cl)c1C(=O)NCc1ccco1,-4,-0.1,10,-2,1,2.6,-2,-4,3
CNC(=O)COc1coc(CN2CCN(Cc3ccccc3)CC2)cc1=O,0,-0.2,2,-5,-3,0.8,-3,0,2
O=C(CCS(=O)(=O)c1cccc2nonc12)N1CC(=O)N(CCc2ccccc2)C(=O)C1,-5,0.1,13,0,-3,-0.3,-3,6,0
CN1CCN(c2ccccc2NC(=O)COc2ccc(Cl)cc2)CC1,-1,1.2,-1,-3,-2,1.9,1,18,-2
C/C(=N\NC(=O)c1nnn(-c2nonc2N)c1CN1CCCCCC1)c1ccc(Br)cc1,0,0.1,4,1,0,2.6,-1,22,2
O=C(NCC1CC1)c1ccc2c3n(nc2c1)-c1ccccc1CO3,-15,-0.1,3,3,1,-0.9,-3,5,2
Cc1ccc(-c2nn(-c3ccccc3)cc2C2SCC(=O)N2Cc2ccccc2)o1 (stereo not given),8,0.4,-13,3,-12,3.3,1,9,2

(listing goes on)
Structure,HCV core dimer,Efflux pump inh,LYPLA2 inh,PP1 counter,JMJD2C inh,PP5 inh,TPT1 inh,PREPL inhibitor,Fh CTSL1 inh
CC(C)c1ccc(C(N)=S)cc1,-4,0.2,4,-6,6,-2.8,3,18,-5
Cc1ccc(C(C)(O)CS(=O)(=O)Cc2ccccc2Cl)cc1 (stereo not given),-8,0.6,-6,10,-4,-4.2,3,-2,-1
Cn1cnnc1SCC(=O)c1ccc(OC(F)F)cc1,0,-0.1,7,-4,2,1.3,1,2,1
C/C(Cl)=C/Cn1c(NCCN(C)C)nc2c1c(=O)n(C)c(=O)n2C,-6,0.0,2,-3,?,-1.1,-4,19,3
COc1ccc(NC(=S)N(CCCOC(C)C)C2CCN(C(C)=O)CC2)cc1Cl,0,0.0,1,-1,-30,0.8,-5,6,1
O=C1CCN(CCc2ccccc2)CCN1[C@H](CSc1ccccc1)Cc1ccccc1,-5,0.1,1,6,-1,3.4,-3,-10,2
C/C(=C\C(=O)OCCCCCCCCC(=O)O)C[C@@H]1OC[C@H](C[C@@H]2O[C@H]2[C@@H](C)[C@H](C)O)[C@@H](O)[C@H]1O,-10,0.1,7,8,-10,-1.6,-1,2,0
COc1cccc(NC(=O)CSc2nnc(-c3ccoc3C)n2CC2CCCO2)c1 (stereo not given),8,0.3,1,0,-3,1.2,2,-2,0

3 structures from above, sorted by length of the SMILES, largest number first:
Structure,HCV core dimer,Efflux pump inh,LYPLA2 inh,PP1 counter,JMJD2C inh,PP5 inh,TPT1 inh,PREPL inhibitor,Fh CTSL1 inh
C/C(=C\C(=O)OCCCCCCCCC(=O)O)C[C@@H]1OC[C@H](C[C@@H]2O[C@H]2[C@@H](C)[C@H](C)O)[C@@H](O)[C@H]1O,-10,0.1,7,8,-10,-1.6,-1,2,0
O=C1CCN(CCc2ccccc2)CCN1[C@H](CSc1ccccc1)Cc1ccccc1,-5,0.1,1,6,-1,3.4,-3,-10,2
COc1cccc(NC(=O)CSc2nnc(-c3ccoc3C)n2CC2CCCO2)c1 (stereo not given),8,0.3,1,0,-3,1.2,2,-2,0

(cont.)
Structure,HCV core dimer,Efflux pump inh,LYPLA2 inh,PP1 counter,JMJD2C inh,PP5 inh,TPT1 inh,PREPL inhibitor,Fh CTSL1 inh
COc1ccc(NC(=O)C(C)NS(=O)(=O)c2ccccc2)cc1Cl (stereo not given),-4,0.3,5,0,-14,-3.2,4,-6,0
CCCNC(=O)NC(=O)CSc1cccc(C(F)(F)F)c1,0,0.1,8,-1,10,1.6,-2,17,3
O=C(c1cccc(S(=O)(=O)N2CCCCC2)c1)N1CCN(Cc2ccccc2)CC1,.,-0.1,4,-1,-3,1.9,.,12,.
COC(=O)C(NS(C)(=O)=O)(c1c(C)[nH]c2ccccc12)C(F)(F)F (stereo not given),0,-0.1,2,-1,0,-1.5,0,-5,1
CC(=O)c1ccc(C(=O)Nc2ccc(N3CCOCC3)cc2)cc1,-5,-0.1,11,-1,8,-2.1,-1,2,1
CCCN(CCC)CCCNC(=O)c1cn(-c2ccc(OC)cc2)c(=O)c2ccccc12,2,0.0,3,0,-27,1.0,-1,4,-2
[O-][n+]1cccc2c(Br)cc(Br)c(O)c21,-20,0.2,-2,4,-9,4.0,1,23,1
O=C1CSC(=Nc2ccccc2)N1,2,-0.1,-5,-2,-4,1.0,-4,-2,-1

Remaining list, next part
Structure,HCV core dimer,Efflux pump inh,LYPLA2 inh,PP1 counter,JMJD2C inh,PP5 inh,TPT1 inh,PREPL inhibitor,Fh CTSL1 inh
O=C(Cc1ccc(S(=O)(=O)N2CCOCC2)s1)NCCc1ccc(F)cc1,0,-0.1,5,-3,-3,0.7,7,18,-1
Cn1c(=O)n(C)c2cc(N3CCOCC3)c(NC(=O)c3ccc(F)cc3)cc21,-4,0.1,4,1,-14,0.6,-2,8,-4
CC(=O)c1cccc(NS(=O)(=O)c2c(C(=O)N3CCOCC3)c(C)n(C)c2C)c1,8,-0.1,3,-3,-13,1.8,-1,0,-2
CN(Cc1ccccc1)C(=O)c1ccccc1NC(=O)C1CC1,7,-0.1,4,-2,30,1.0,1,-3,-2
Cc1ccc(/C=C/C(=O)C2C(=O)c3ccccc3C2=O)cc1,-2,0.0,6,-3,-8,1.6,2,5,-6
C/C(=N\Nc1nnc(C)c(=O)[nH]1)C(=O)O,-2,-0.4,0,0,-9,-1.1,-4,10,-1
CCN(CC)C(=O)c1ccc(CS(=O)(=O)c2ccc(OC)cc2)o1,0,-0.1,-2,-3,57,0.6,-4,17,4
CC(C)OCCCNC(=O)c1ccc(NC(=O)C2CCCO2)cc1 (stereo not given),-3,0.0,-2,-4,-7,-0.9,2,-3,1

The listing continues.
Structure,HCV core dimer,Efflux pump inh,LYPLA2 inh,PP1 counter,JMJD2C inh,PP5 inh,TPT1 inh,PREPL inhibitor,Fh CTSL1 inh
COc1ccc(C(=O)C(C)OC(=O)c2sc(C)nc2C)cc1 (stereo not given),.,0.1,0,-4,9,1.9,.,11,.
O=C(N/N=C/c1ccc([N+](=O)[O-])cc1)c1cc2ccccc2o1,12,0.2,0,-4,2,-0.7,-3,7,1
COc1ccc(C(=O)C(Cc2cc(C(C)=O)ccc2OC)N2CCCC2)cc1 (stereo not given),-2,0.1,10,-3,18,2.5,-3,-3,-1
COC(=O)c1ccc(NC(=O)COc2cccc3c2OC(C)(C)C3)cc1,-3,0.4,-6,-1,2,3.1,1,-3,-1
N#CCSc1ccc2nc(-c3ccccc3)cn2n1,-3,-0.1,-2,-4,1,-3.4,3,-4,1
O=C(Nc1ccon1)c1cc(-c2ccccc2)nc2ccccc12,5,-0.1,2,1,-31,2.4,-5,15,2
COCCNc1cnn(-c2ccccc2)c(=O)c1Cl,4,0.0,-11,-3,5,1.5,0,14,-4
Cc1ccc(C(=O)Nc2nc(C)c(C(=O)Nc3ccc4c(c3)CCC4)s2)cc1,10,0.0,-48,-3,-41,1.3,-2,-6,0

A few values from the entries so far.
COc1ccc(NC(=O)C(C)NS(=O)(=O)c2ccccc2)cc1Cl (stereo not given) in Efflux pump inh is listed with 0.3
CCN(CC)C(=O)c1ccc(CS(=O)(=O)c2ccc(OC)cc2)o1 in JMJD2C inh is listed with 57

(listing goes on)
Structure,HCV core dimer,Efflux pump inh,LYPLA2 inh,PP1 counter,JMJD2C inh,PP5 inh,TPT1 inh,PREPL inhibitor,Fh CTSL1 inh
Cc1ccc(S(=O)(=O)NCC2CCC(C(=O)N3CCOCC3)CC2)cc1 (stereo not given),-10,0.0,-2,-4,1,-1.1,-2,13,-2
S=c1[nH]nc(-c2ccccc2)n1/N=C/c1ccc(-c2ccccc2Cl)o1,-10,-0.1,-4,10,6,1.5,0,15,3
O=C(Nc1ccc(F)cc1F)Nc1sccc1-c1nc2ccccc2s1,9,-0.1,-24,6,-4,1.7,2,10,2
CC(C)(C)C(=O)NNC(=O)c1cnccn1,-1,0.0,2,2,13,1.3,0,17,0
Cc1cc(OCC(=O)Nn2cnnc2)c(C)cc1Br,1,-0.1,3,0,-9,1.6,-4,-5,2
O=c1c2c(n3nnnc3n1-c1ccccc1)-c1ccccc1CC21CCCC1,-2,0.0,8,1,-23,3.0,0,14,0
CCn1nnc(NC(=O)CSc2ccc(Cl)cc2)n1,11,-0.1,4,-1,-3,1.1,0,7,0
CCc1cc2ccc(C)cc2nc1SCC(=O)c1ccc(NC(C)=O)cc1,-16,0.1,-62,3,3,3.7,1,0,0

More results
Structure,HCV core dimer,Efflux pump inh,LYPLA2 inh,PP1 counter,JMJD2C inh,PP5 inh,TPT1 inh,PREPL inhibitor,Fh CTSL1 inh
Cn1c(=O)n(Cc2ccccc2F)c(=O)c2c1nc1n2CCN1Cc1ccco1,2,-0.3,4,13,-7,-2.2,-5,19,12
COc1ccc(CCn2c(=N)c(S(=O)(=O)c3ccc(Cl)cc3)cc3c(=O)n4ccccc4nc32)cc1,5,0.0,-11,-4,?,-0.9,4,18,1
O=C(COC(=O)CC1CC2CCC1C2)NC(=O)NC1CCCC1 (stereo not given),7,0.3,-4,6,-7,0.6,1,12,-1
CC(C)NS(=O)(=O)c1ccc(Br)c(C(=O)OC(C)C(=O)NC2CCCCC2C)c1 (stereo not given),-7,0.0,5,-3,1,-0.4,-1,17,0
Cc1ccc2c(c1)C1CN(C)CCC1N2C(=O)c1ccccc1NS(=O)(=O)c1ccc(F)cc1C (stereo not given),3,0.6,2,1,-6,-0.8,2,21,1
Cc1ccc(C)c2sc(NC(=O)c3nc4ccccc4s3)nc12,-9,0.0,5,-5,-1,-1.0,-3,1,-3
Cn1c2ccccc2c(=O)c2ccc(C#CC3(N)CCCCC3)cc21,14,0.0,-2,-2,-2,-0.1,1,-24,-2
